High-throughput results from PubChem.
aSyn 5UTR inh = 5' untranslated region of α-synuclein, MLPCN primary screen | alpha-synuclein 5'UTR reporter, inhibitor activity | inhibition, % (tested at 7.5 µM) | 300,000 compounds, 0.82% hits | AID 1813; in the data active = inhibition above about 60%;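 also: H4 neuroglioblastoma cells stably carrying SNCA 5'UTR luciferase fusion; 0% = DMSO wells and 100% = positive control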
TRPC4 block = inhibitors of mouse TRPC4 channel; B-score at 10 µM; AID 2247; HEK293 TRPC4beta/mu-opioid, DAMGO-evoked Fluo4 calcium flux; hits give low values; Q9QUQ5; 300,000 compounds, 0.39% hits;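 active = B-score over 3 SD under the library average, no early fluorescence shift, positive overall ratio signal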
Target sequence (Q9QUQ5 whole entry, looked up): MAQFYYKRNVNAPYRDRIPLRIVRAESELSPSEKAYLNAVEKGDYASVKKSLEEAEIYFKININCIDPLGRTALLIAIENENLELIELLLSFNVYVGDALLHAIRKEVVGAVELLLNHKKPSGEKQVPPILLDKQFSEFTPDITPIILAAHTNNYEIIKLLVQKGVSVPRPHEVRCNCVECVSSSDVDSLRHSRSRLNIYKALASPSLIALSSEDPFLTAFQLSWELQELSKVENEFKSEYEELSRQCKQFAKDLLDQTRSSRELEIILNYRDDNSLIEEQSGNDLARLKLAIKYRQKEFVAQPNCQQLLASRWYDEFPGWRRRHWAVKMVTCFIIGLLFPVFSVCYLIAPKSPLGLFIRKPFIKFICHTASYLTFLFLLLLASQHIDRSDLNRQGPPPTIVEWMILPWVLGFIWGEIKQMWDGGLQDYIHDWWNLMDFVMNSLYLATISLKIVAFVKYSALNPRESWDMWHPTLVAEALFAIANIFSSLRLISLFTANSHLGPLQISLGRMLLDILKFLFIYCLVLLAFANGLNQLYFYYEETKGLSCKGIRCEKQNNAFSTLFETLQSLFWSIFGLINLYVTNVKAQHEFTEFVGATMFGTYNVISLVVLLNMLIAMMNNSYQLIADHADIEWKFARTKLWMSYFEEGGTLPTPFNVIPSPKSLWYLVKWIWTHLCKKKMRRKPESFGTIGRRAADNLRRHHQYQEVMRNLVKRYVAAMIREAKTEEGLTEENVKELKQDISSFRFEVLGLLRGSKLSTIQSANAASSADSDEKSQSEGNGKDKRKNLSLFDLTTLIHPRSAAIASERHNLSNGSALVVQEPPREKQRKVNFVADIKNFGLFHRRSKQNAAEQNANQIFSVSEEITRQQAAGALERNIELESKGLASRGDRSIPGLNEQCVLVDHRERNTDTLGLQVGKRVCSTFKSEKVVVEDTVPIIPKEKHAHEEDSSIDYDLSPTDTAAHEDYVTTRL
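test system = HEK293 cells with stable TRPC4beta plus mu-opioid receptor expression | detection = Fluo4 Ca2+ flux fluorescence | read-out = integrated fluorescence ratio relative to baseline, converted to per-well B score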
HIF act = HIF pathway transcriptional activation. U2OS HRE-luciferase reporter, luminescence; normalized: DMSO 0%, desferrioxamine 100%. activation, % at 7.5 µM (by protocol). 300,000 compounds, 0.32% hits. AID 1910;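 active = mean activation of at least 10% of the iron chelator positive control signal, with at least half of replicates also reaching 10%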
TRPC4 PAM = allosteric potentiators of mouse TRPC4 channel. HEK293 TRPC4beta/mu-opioid, DAMGO EC20, Fluo-4 Ca2+ flux; hits give high values. B-score at 10 µM. 310,000 compounds, 0.42% hits;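 active = B-score of calcium response area above 5 SD of library B-scores, with initial fluorescence ratio within 5 SD of library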;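 also: B-score of integrated fluorescence ratio over time as area under calcium response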
SKKanGAS inh = SKKanGAS growth inhibition. S. pyogenes SKKanGAS, kanamycin growth, BacTiter-Glo, 6 h. inhibition, % at 7.5 µM. 300,000 compounds, 1.3% hits. AID 1662;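 active = mean replicate score, as percent of positive control median, at least 50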;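 also: strain carries kanamycin resistance gene driven by streptokinase promoter and grows in 40 µg/ml kanamycin; loss of luminescence reflects streptokinase promoter inhibition or plain growth inhibition; 0% = median of DMSO wells and 100% = positive control at its reference dose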
TRPC6 act = activators of mouse TRPC6 channel; AID 2550; B-score at 10 µM; Q61143; HEK293-TRPC6 membrane potential dye fluorescence; hits give high values; 310,000 compounds, 0.13% hits;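 active = B-score of the integrated fluorescence ratio above library mean plus 3 SD, and starting fluorescence ratio within library mean plus 5 SD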;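 also: higher score means more depolarization so channel activation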
TRPC4 agonist = opens the mouse TRPC4 cation channel. B-score at 10 µM. Q9QUQ5. AID 2237. HEK293 TRPC4beta/mu-opioid, Fluo4 calcium fluorescence; hits give high values. 310,000 compounds, 0.49% hits;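 active = B-score above 5 SD of library B-scores, and initial fluorescence ratio not above library mean plus 5 SD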;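 also: positive B-score marks a calcium rise read as TRPC4 activation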
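Technique: kinetic Fluo4 calcium fluorescence; Test system: TRPC4beta and mu-opioid receptor HEK293 stable cells; Measure: B-scored integrated calcium fluorescence ratio; Benchmarks: low control buffer alone, high control maximal DAMGO; Schedule: 45 min room-temperature Fluo4 loading, 110 s read.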
MrgX1 antagonist = antagonists of human MrgX1 receptor; Q96LB2; MRGX1-HEK293 calcium flux, Fluo-4, BAM8-22 antagonism; hits give low values; B-score at 10 µM; 310,000 compounds, 1.3% hits; AID 588676;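 active = calcium-response B-score plate-corrected more than 3 library SD below zero, starting fluorescence within 5 deviations, no agonist response on first addition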;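 also: peak minus trough fluorescence over baseline after final BAM8-22 challenge near maximal dose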
TRPC6 inhibitor = mouse TRPC6 channel inhibition; B-score at 10 µM; HEK293-TRPC6, membrane potential dye, ACh-evoked depolarization; hits give low values; 310,000 compounds, 1.1% hits; Q61143;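 active = B-score under library mean minus 3 SD, initial fluorescence not abnormally high, positive integrated signal ratio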;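 also: B-score derived from integrated fluorescence ratio over the kinetic read; more negative B-score means stronger inhibition of depolarization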
KLF5 inh = inhibitors of KLF5 expression; DLD-1 KLF5 promoter-luciferase reporter, luminescence; inhibition, % at 5 µM; AID 1700; 290,000 compounds, 0.23% hits;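 active = inhibition above a per-plate limit of that plate's mean compound inhibition plus 3 SD, cut at about 60% in these data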;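 also: 0% = DMSO wells and 100% = LY294002 at 200 µM; higher means less KLF5 promoter-driven luciferase light; inactives centre near -14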
IEC-6 cytotox = IEC-6 cytotoxicity, counter-screen for KLF5 inhibitors; luminescence viability; inhibition, % at 5 µM; 290,000 compounds, 0.78% hits; AID 1825; in the data active = inhibition above about 22%;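 also: 0% = plate median of test compound wells and 100% = cytotoxic reference compound wells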
The depositor's hits bear a star; i = inactive; . = no result given.

Values run as follows: TRPC4 PAM, TRPC6 inhibitor, TRPC4 block, IEC-6 cytotox, TRPC4 agonist, MrgX1 antagonist, HIF act, SKKanGAS inh, TRPC6 act, KLF5 inh, aSyn 5UTR inh
> FC(F)(F)c1cccc(NC(=S)NC(c2ccccc2)c2ccccc2)c1
    i, i, i, 3, i, i, -0.2, 12, i, -15, 29
> COCCNc1c2c(nc3ccccc13)CCC2
    i, -5.2*, -6*, -1, i, i, -0.6, -4, i, -1, 4
> Cn1nnnc1SCC1=C(C(=O)O)N2C(=O)C(NC(=O)Cn3nc(C(F)F)cc3C3CC3)C2SC1 (stereo not drawn)
    i, i, i, -5, i, i, 1.2, 104*, i, -13, -1
> O=C(Nc1cccc(C(F)(F)F)c1)C(Sc1n[nH]c(=O)[nH]c1=O)c1ccccc1 (stereo not drawn)
    i, i, i, 0, i, i, -0.4, 22, i, 1, -7
> COc1cccc(C(c2c(N)n(C)c(=O)n(C)c2=O)C(C)[N+](=O)[O-])c1 (stereo not drawn)
    i, i, i, 8, i, i, 0.0, 14, i, -17, 9
> CCn1cc(C=O)c2cc(S(=O)(=O)N3CCOCC3)ccc21
    i, i, i, 2, i, i, 0.1, 7, i, -31, -11
> Cc1ccc2nc(/C=C/c3cccc(F)c3)ccc2c1
    i, i, i, -5, i, i, 0.6, -11, i, -110, -172
> CC1CCCN(C(=O)CCNS(=O)(=O)c2ccc3c(c2)c(=O)n(C)c(=O)n3C)C1 (stereo not drawn)
    i, i, i, -2, i, i, -0.6, 2, i, -7, 1
> O=C(NCc1ccccc1)C(=O)c1cn(CC(=O)N2CCOCC2)c2ccccc12
    i, i, i, -4, i, i, 197*, 15, i, 7, -5
> Cc1onc(-c2ccccc2Cl)c1NC(=O)NCc1cccs1
    i, i, i, -9, i, i, -0.2, 2, i, -1, -36
> COc1ccc(CNC(=O)CN(C(=O)CCC(=O)Nc2ccccn2)c2cc(C)ccc2C)cc1
    i, i, i, 0, i, i, -0.9, -2, i, 1, 7
> COc1ccc(/C=C/C(=O)Nc2ccc(C)cc2)cc1S(=O)(=O)N1CCOCC1
    i, i, i, -1, i, i, 0.7, -5, i, -11, -60
> NC(=O)CC(c1ccccc1)c1ccc2c(c1)OCO2 (stereo not drawn)
    i, i, i, -1, i, i, -1.6, -2, i, -27, 21
> O=C(O)C(Cc1c[nH]c2ccccc12)NS(=O)(=O)c1cccc(Cl)c1Cl (stereo not drawn)
    i, i, i, 8, i, i, -17, 1, i, 0, -5
> CCCc1nc([N+](=O)[O-])c(S(=O)(=O)c2ccccc2)n1CC(C)C
    i, i, i, 13, i, i, 0.0, 3, i, -16, -18
> Cc1ccc(CCNC(=O)C2CCN(S(=O)(=O)c3c(C)nn(C)c3C)CC2)cc1
    i, i, i, 5, i, i, 0.2, -3, i, -2, -15
> Cc1cc(C)nc(N/N=C/c2ccccc2OCc2ccc([N+](=O)[O-])cc2)n1
    i, i, i, 0, i, i, 0.6, 0, i, -33, -41
> COc1ccc(-c2nc(-c3ccc(NC(=O)c4ccncc4)cc3)no2)cc1OC
    i, i, i, 4, i, i, 0.2, 55*, i, 15, -155
> COc1ccc(Oc2c(Cl)cnn(-c3ccc(Cl)c(Cl)c3)c2=O)cc1
    i, i, i, 1, i, i, -6.4, -2, i, 19, 73*
> CCOC(=O)[C@@H]1[C@H]2COc3ccccc3[C@@H]2N2C(=O)N(c3ccc(F)cc3)C(=O)[C@@]12C
    i, i, i, -3, i, i, -1.4, 0, i, 6, 1
> COc1ccc(-c2nn(-c3ccccc3)cc2/C=N/Nc2ccc3ccccc3n2)cc1OC
    i, i, i, 12, i, i, 0.3, 19, i, -11, -24
> Cn1c(SCC(=O)NNC(=O)c2ccccc2)nnc1C1CC1
    i, i, i, 6, i, i, -0.1, 0, i, -22, 4
> CCN(CC)S(=O)(=O)c1cccc(-c2n[nH]c(=S)n2/N=C/c2ccc(OC)cc2)c1
    i, i, i, -1, i, i, -2.4, 46, i, -31, 36
> Cn1nc(-c2ccc(OCC(=O)Nc3ccccc3)cc2)c2ccccc2c1=O
    i, i, i, -9, i, i, 0.0, -2, i, -16, 24
> NC(CSC12CC3CC(CC(C3)C1)C2)C(=O)O (stereo not drawn)
    i, i, i, -4, i, i, ., 0, i, 2, 7
> CCN(CC)C(=O)c1cc2c(=O)n3ccccc3nc2s1
    i, i, i, 6, i, i, 2.8, -2, i, -48, -125
> C=CCn1c(SCc2ccccc2C#N)nnc1-c1ccccc1O
    i, i, i, 1, i, i, -0.6, -4, i, -17, -23
> O=C(N/C(=C\c1cccc([N+](=O)[O-])c1)C(=O)N(CCO)CCO)c1ccco1
    i, i, i, -1, i, i, 0.1, ., i, -3, -7
> O=C(c1ccc(Cl)c(S(=O)(=O)NCc2ccco2)c1)N1CCN(c2ccc(F)cc2)CC1
    i, i, i, -5, i, i, -51, 19, i, -3, -1
> Cc1cc(C)c(NC(=O)NC2CCCCC2)c(C)c1
    i, i, i, -2, i, i, 0.3, -1, i, 4, 10
> C=CCn1c(-c2ccc3ncccc3c2)n[nH]c1=S
    i, i, i, 3, i, i, 0.4, 1, i, 5, -5
> CCOC(=O)N1CCN(S(=O)(=O)c2ccc(C(=O)NNc3nc4ccc(Cl)cc4s3)cc2)CC1
    i, i, i, 5, i, i, -0.2, 5, i, -11, 67*
> O=C(NCC1CCCO1)c1cccc(NS(=O)(=O)c2ccc(Br)cc2)c1 (stereo not drawn)
    i, i, i, ., i, i, -1.6, -1, i, ., 4
> Cn1c2ccccc2n2c(=O)c(=O)n(CC(=O)c3ccc(Cl)cc3)nc12
    i, i, i, -1, i, i, 0.4, -6, i, 2, -45
> O=c1c(-c2ccc(Cl)cc2)[n+]([O-])c2ccccc2n1OCc1ccccn1
    i, i, i, -8, i, i, 0.5, -5, i, -35, 15
> CC[n+]1cc(C)ccc1/C=C/c1ccc(N(C)C)cc1
    i, i, i, 39*, i, i, 1.6, -2, i, -6, 91*
> COc1ccc(N2CC(C(=O)Nc3nnc(SCC(=O)NC(C)(C)C)s3)CC2=O)cc1 (stereo not drawn)
    i, i, i, -1, i, i, -0.1, -12, i, -3, -10
> Cc1ccc(NC(=O)CSc2nc(C)c(C)c(C)n2)c([N+](=O)[O-])c1
    i, i, i, -7, i, i, -0.5, 0, i, -26, 0
> COC(=O)c1ccc(C2/C(=C(\O)c3ccc4c(c3)OCCO4)C(=O)C(=O)N2c2nnc(C)s2)cc1 (stereo not drawn)
    i, i, i, 3, i, i, 0.3, 1, i, -26, -1
> O=C(COc1ccc(Cl)cc1)NCCSc1ccccc1
    i, i, i, -5, i, i, -0.3, -6, i, -77, 13
> CCC(C(=O)Nc1cc(C)on1)c1ccccc1 (stereo not drawn)
    i, i, i, -2, i, i, -1.0, -1, i, -23, 11
> C=CCc1c(C)nc(-c2ccccc2)nc1N/N=C(\C)c1ccc(N)cc1
    i, i, i, 10, i, i, 2.5, 1, i, -43, -69
> Cc1c(N=Cc2ccc(Cl)o2)c(=O)n(-c2ccccc2)n1C
    i, i, i, 0, i, i, -0.4, -2, i, -9, -1
> Cc1cc2c(cc1S(=O)(=O)Nc1ccc(OC(F)(F)F)cc1)OCC(=O)N2
    i, i, i, -6, i, i, -0.7, 9, i, -14, 27
> CC(NCc1ccc(F)cc1)C(=O)Nc1cc(S(=O)(=O)N2CCCCC2)ccc1Cl (stereo not drawn)
    i, i, i, -1, i, i, -0.8, -11, i, -6, 26
> C=C1CCC2C(C)(C)[C@H](O)CC[C@@]2(C)[C@@H]1COc1cc(=O)oc2ccccc12 (stereo partly drawn)
    i, i, i, 6, i, i, -3.7, 19, i, 2, 3
> N#Cc1cn(OCc2ccccc2)c(=O)[nH]c1=O
    i, i, i, -12, i, i, 0.4, -3, i, -12, -4
> O=C(CCCN1C(=O)C2CC=CCC2C1=O)Nc1ccccc1Cl (stereo not drawn)
    i, i, i, 8, i, i, 0.8, -18, i, -19, -2
> CCC(C)NCC(=O)Nc1ccc([N+](=O)[O-])cc1C(=O)Nc1ccccc1F (stereo not drawn)
    i, i, i, 2, i, i, 0.4, -2, i, 4, -12
> O=C(Nc1nc2ccsc2c(=O)s1)c1ccc(F)cc1Cl
    i, i, i, -3, i, i, 2.2, 7, i, -45, -117
> O=C(NCCCCc1ccccc1)Nc1cccc(F)c1
    i, i, i, -2, i, i, -0.5, -7, i, -13, -41
> O=c1c2[nH]c3ccc(F)cc3c2ncn1CCN1CCOCC1
    i, i, i, 3, i, i, 0.0, -4, i, -34, 7
> Cc1cc(C(=O)C(C)Cl)c(C)n1Cc1ccco1 (stereo not drawn)
    i, i, i, -2, i, i, -1.6, -9, i, -38, 0
> N#CC[n+]1cc(-c2ccc(Cl)cc2)n2c1CCC2
    i, i, i, -2, i, i, -0.1, -2, i, 0, 3
> Nc1ccc(S(=O)(=O)Nc2nccc(/C=C/c3ccc(Cl)cc3Cl)n2)cc1
    i, i, i, 1, i, i, ., 2, i, -17, -67
> COc1ccc(Cc2nnc(NC(=O)C3CCCO3)s2)cc1OC (stereo not drawn)
    i, i, i, 1, i, i, -0.1, 1, i, -26, 18
> CCCN1CCN(C(=O)CN2C(=O)CC(C)(C)S(=O)(=O)c3ccccc32)CC1
    i, i, i, 1, i, i, -0.3, -6, i, -28, 1
> COc1ccc(-c2csc(NC3OC(=O)c4c3ccc(OC)c4OC)n2)cc1OC (stereo not drawn)
    i, i, i, 7, i, i, -0.3, 0, i, -16, -9
> COc1ccc(N(CC(=O)NCCc2ccccc2)C(=O)CCC(=O)Nc2nccs2)c(OC)c1
    i, i, i, -6, i, i, -0.2, -7, i, 11, 11
> Nc1nc(NCC2CCCO2)nc(Nc2ccc(Cl)cc2)c1[N+](=O)[O-] (stereo not drawn)
    i, i, i, 3, i, i, -0.3, 5, i, -1, -7

Next part:
Values run as follows: TRPC4 PAM, TRPC6 inhibitor, TRPC4 block, IEC-6 cytotox, TRPC4 agonist, MrgX1 antagonist, HIF act, SKKanGAS inh, TRPC6 act, KLF5 inh, aSyn 5UTR inh
> CCN(CC(=O)NCc1ccc(Cl)cc1)C(=O)c1cc(OC)cc(OC)c1
    i, i, i, 5, i, i, 0.2, 2, i, -1, -6
> Cc1nnc(SC(C)C(=O)NCC2CCCO2)n1-c1ccccc1 (stereo not drawn)
    i, i, i, 6, i, i, 0.1, -11, i, -1, -6
> Cc1ccccc1C(=O)Nc1ccc(S(=O)(=O)N2CCOCC2)cc1
    i, i, i, -2, i, i, 0.1, -2, i, -29, -12
> COc1ccc(-c2ccc(SCC(=O)N3CCOCC3)nn2)cc1
    i, i, i, 2, i, i, 0.1, 1, i, -6, -48

Hits appear at their usual frequency; overall some 5.8% were active at least once.
